# NPY-Y1 PAM-ag: human NPY-Y1 potentiation or agonism, primary screen; activation, % at 3.6 µM; actives 0.37% (n = 220,000); NPY-Y1 expressing cells, potentiator/agonist activation; in the data active means activation above about 33%, passing the limit was not always enough;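 further: cells stimulated with NPY at EC10 then isoproterenol at EC100; 0% = low agonist plus stimulus and 100% = saturating agonist plus stimulus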
# Target sequence (P25929 whole entry, looked up): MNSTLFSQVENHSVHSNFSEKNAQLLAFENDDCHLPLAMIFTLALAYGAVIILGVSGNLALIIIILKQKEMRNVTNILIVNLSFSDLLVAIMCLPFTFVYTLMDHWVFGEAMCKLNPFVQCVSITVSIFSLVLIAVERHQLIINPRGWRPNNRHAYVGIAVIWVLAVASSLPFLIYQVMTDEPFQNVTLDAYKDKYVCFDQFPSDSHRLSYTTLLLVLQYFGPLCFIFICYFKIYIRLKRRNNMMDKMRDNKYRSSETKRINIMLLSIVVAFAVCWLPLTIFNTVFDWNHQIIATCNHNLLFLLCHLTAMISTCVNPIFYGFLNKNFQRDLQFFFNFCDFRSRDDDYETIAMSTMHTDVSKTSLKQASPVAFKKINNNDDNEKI
# CHOP inh: inhibitors of CHOP induction in ER stress response; AID 2732; inhibition, % at 10 µM; CHO-K1 CHOP-promoter luciferase, tunicamycin-induced, 15-18 h; actives 3.8% (n = 220,000);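 active means compounds that reduced the stress-induced luciferase reporter signal by more than about 70% of percent inhibition, limit read from the data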;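 further: 0% = tunicamycin plus vehicle and 100% = wells without tunicamycin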
# NPY-Y2 PAM-ag: human NPY-Y2 potentiation or agonism, primary screen | actives 0.45% (n = 220,000) | cells expressing NPY-Y2, potentiator/agonist read-out | P49146 | activation, % at 3.6 µM | AID 1359; in the data active means activation above about 27%;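 further: cells stimulated with NPY near EC25 plus isoproterenol at EC100; 0% = vehicle plus submaximal agonist and 100% = vehicle plus saturating agonist; some results beyond the cut were filed as inactive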
# S1P4 ag: agonists of human S1P4 receptor. S1P4-expressing cell line, agonist reporter assay. actives 0.35% (n = 220,000). AID 1509. activation, % at 4.98 µM; in the data active means activation above about 11%;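 further: 0% = DMSO vehicle and 100% = reference agonist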
# Target sequence (O95977 whole entry, looked up): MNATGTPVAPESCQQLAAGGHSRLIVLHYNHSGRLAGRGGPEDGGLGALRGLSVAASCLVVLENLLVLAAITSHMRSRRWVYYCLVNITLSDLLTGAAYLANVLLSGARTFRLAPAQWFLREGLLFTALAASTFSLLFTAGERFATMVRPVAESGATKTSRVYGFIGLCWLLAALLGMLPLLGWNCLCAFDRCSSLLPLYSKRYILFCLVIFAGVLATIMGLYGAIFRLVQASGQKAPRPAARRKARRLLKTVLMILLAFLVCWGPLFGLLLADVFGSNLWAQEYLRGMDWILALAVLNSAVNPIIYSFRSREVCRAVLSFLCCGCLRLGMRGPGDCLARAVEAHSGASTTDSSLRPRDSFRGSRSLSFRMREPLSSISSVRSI
# BaF3 parental: reduces parental Ba/F3 cell viability, JAK2V617F counter-screen. CellTiter-Glo ATP luminescence. inhibition, % at 5.6 µM. actives 1.1% (n = 220,000);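 active means inhibition above a per-campaign cutoff, the mean inhibition of all tested compounds plus 3 SD, cut at about 27% in these data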;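 further: 0% = DMSO wells and 100% = JAK Inhibitor I control wells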
# Ba/F3 V617F tox: loss of viability in JAK2V617F-driven Ba/F3 cells; Ba/F3 EpoR-JAK2V617F viability, ATP luminescence; inhibition, % at 5.6 µM; actives 1.1% (n = 220,000); AID 1446;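 active means inhibition above the campaign mean plus 3 SD over all tested compounds, cut at about 24% in these data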;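 further: cytokine-independent growth of Ba/F3 cells driven by EpoR plus mutant JAK2; 0% = DMSO-treated cells and 100% = JAK inhibitor I control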
# NPY Y1 blocker: NPY-Y1 (human) receptor antagonism; P25929; HEK293-CNG Y1 cells, membrane potential fluorescence; NPY at EC95, then isoproterenol; inhibition, % at 3.6 µM; actives 1% (n = 200,000);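 active means inhibition above the campaign mean inhibition of all tested compounds plus 3 SD, cut at about 20% in these data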;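 further: 0% = DMSO wells given NPY plus isoproterenol and 100% = isoproterenol alone without NPY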
#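 material = HEK293 cells with Y1 receptor plus CNG channel | also added = NPY 25 nM then isoproterenol 1 µM plus Ro 20-1724 25 µM | schedule = dye 3 h, compound 60 min room temperature, stimulation 45 min | measured by = membrane potential fluorescence | benchmarks = high control isoproterenol alone, low control NPY with isoproterenol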
# NCF1 inh: p47phox (human) inhibition. P14598. p47phox/p22phox peptide binding, fluorescence polarization, 2 h. inhibition, % at 24.7 µM. actives 0.53% (n = 220,000);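 active means inhibition above about 30%, limit read from the data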;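 further: 0% = p47phox with labelled peptide and 100% = labelled peptide alone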
# S1P4 antagonist: human S1P4 receptor antagonism. AID 1510. O95977. inhibition, % at 4.98 µM. actives 0.26% (n = 220,000). S1P4-expressing cells, antagonist mode, reporter read-out; in the data active means inhibition above about 29%;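 further: 0% = wells stimulated with agonist and 100% = vehicle wells without agonist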
# The depositor's hits bear a star; nt = no result given.
SMILES,NPY-Y1 PAM-ag,CHOP inh,NPY-Y2 PAM-ag,S1P4 ag,BaF3 parental,Ba/F3 V617F tox,NPY Y1 blocker,NCF1 inh,S1P4 antagonist
CC(=O)c1c(C)nc(-c2ccccc2)nc1NC(=O)C(C)C,-11,8,4,1.3,2,2,0,-9,-3
CC1Cc2ccccc2N1c1ncnc(N)c1[N+](=O)[O-] (stereo not given),6,72*,0,1.9,-7,-4,1,3,12
COc1ccc(N2CCN(C(c3ccccc3OC)c3nnnn3Cc3ccco3)CC2)cc1 (stereo not given),9,-34,-3,0.2,3,3,2,8,6
CCN1CCCC1CNC(=O)CN1C(=O)COc2ccc(C)cc21 (stereo not given),8,9,1,2.3,2,-2,0,2,-13
Cc1ccc(C(=O)CSc2ncn[nH]2)cc1,-3,-22,-5,1.1,1,-1,-4,4,10
CCCCOc1ccc(C(=O)NC(=S)Nc2ccc(CN3CCOCC3)cc2)cc1,-5,14,13,-0.8,4,0,-4,2,2
Cc1oc(-c2cccc(Cl)c2)nc1CSc1nc2c(c(=O)[nH]1)CCC2,1,15,2,-0.5,3,2,-1,3,14
C=CCc1c(OC(C)=O)c2ccccc2n(C)c1=O,-1,-13,-1,0.1,-4,-3,-3,-1,-18
CC(=O)Nc1ccc(S(=O)(=O)NC(CC(=O)NCCc2ccccc2)C(C)C)cc1 (stereo not given),-17,-5,-33,1.5,4,0,7,8,11
CCCCn1nc(C(=O)O)ccc1=O,-17,26,3,-0.2,1,-3,5,-7,-10
CCOC(=O)C1C(=O)CC(C)(O)C(C(=O)OCC)C1/C=C/c1ccccc1 (stereo not given),3,-1,-11,0.8,3,1,9,-6,-13
CCOc1ccc(/C=C2/C(=N)N3OC(C)=CC3=NC2=O)cc1OC,4,2,-12,0.5,3,0,-1,-4,-19
Cc1ccc(C)n1NC(=O)c1ccc(O)cc1,5,27,-8,0.1,6,6,3,-10,-4
CCOC(=O)C1(Cc2ccc(O)cc2)NC(c2ccccc2F)C2C(=O)N(C)C(=O)C21 (stereo not given),10,32,12,-1.4,3,-3,2,-6,8
CC(C)C1Oc2ccccc2N(CC(=O)N(Cc2ccccn2)CC2CCCO2)C1=O (stereo not given),1,9,-7,-0.4,5,2,2,-11,1
CCOc1ccccc1NC(=O)CSc1nnc(-c2ccccc2Cl)n1Cc1ccco1,3,-11,5,0.7,1,-4,0,-12,-18
CC(=O)c1cc2c(cc1NC(=O)CN1CCCCCCC1)OCO2,-18,85*,-10,-0.4,5,0,12,-15,-12
Cc1cnc(NC2=NCCC2)s1,-20,5,-4,-3.0,1,0,3,-4,-2
Clc1ccc(NCc2nnc3n2CCCCC3)cc1,-9,1,-5,0.6,2,4,0,-6,-5
COc1ccc(-c2cc(-c3ccccc3)nc(-c3ccc4c(c3)NC(=O)CO4)c2)cc1,-23,-5,-18,0.5,2,-3,2,-8,3
C/C(N)=C(/C#N)C(=O)CSc1nc2ccc(C)cc2[nH]1,-13,32,-11,-1.3,4,-1,3,-8,-13
O=C(NCCOc1ccccc1F)Nc1ccc(Br)cc1,13,-1,-2,3.8,6,4,8,6,-12
COc1ccc(C(=O)CSc2ccc3nnc(-c4cccnc4)n3n2)cc1,-1,-19,7,-0.6,1,-2,8,-12,-5
COC(=O)c1ccc(NC(=O)c2snnc2-c2ccccc2)cc1,-9,-8,9,-0.7,2,-1,0,-2,2
Cc1cccc(C)c1NC(=O)CCCCCC1NC(=O)NC1C (stereo not given),13,-10,4,1.2,7,5,1,1,-5
COc1cc(CN2CCNC(=O)C2CC(=O)N2CCCO2)cc(OC)c1 (stereo not given),20,20,-2,0.7,-2,-4,-2,10,6
Cc1ccc(-n2c(Cl)c(Cl)[nH]c(=O)c2=O)cc1,0,-3,-3,-0.3,10,1,-2,-9,-6
Cc1c(-c2cc(C(=O)O)c3ccccc3n2)cnn1C,3,24,2,1.3,7,2,5,-1,-3
CNC(=O)c1c(NC(=O)c2nc3ccccc3s2)sc2c1CCC2,8,52,2,-0.1,1,-3,4,-46,-17
O=c1c2ccccc2nc(-c2ccccc2Cl)n1O,-11,21,4,-0.4,2,1,5,-19,6
CCOC(=O)CSc1nn(C)c(=S)s1,-19,6,3,2.3,2,0,1,-11,-11
Cn1c(=O)c2c(nc(SCC(=O)N3c4ccccc4CCc4ccccc43)n2C)n(C)c1=O,11,3,-2,1.6,-1,0,1,2,-6
Cc1cc(C)cc(NC(=O)Nc2ccc(-n3ccc(C(F)(F)F)n3)cc2)c1,40,83*,13,-0.5,3,4,nt,-1,5
CCOc1ccc(-n2c(SCC(N)=O)nc3c([nH]c4ccccc43)c2=O)cc1,-5,-8,-3,0.9,-1,0,10,-2,-18
COc1cccc(/C=C(\CC(=O)O)c2nc3ccccc3s2)c1,-24,-32,-10,0.8,1,-1,11,-7,-9
CC(C)c1ccc(NC(=O)C(c2ccc3c(c2)OCO3)N2CCCCC2)cc1 (stereo not given),17,42,3,-3.0,4,-1,4,-17,11
COc1cc(OC)cc(C(=O)Nc2cc(-c3cn4cccnc4n3)ccc2C)c1,-4,-3,9,0.9,10,2,4,-8,-11
COc1ccc(-n2c(CNc3ccc(C)cc3)nnc2SCc2ccccc2)cc1,14,35,13,-0.4,3,-2,-1,0,20
Nc1cc(=O)[nH]c(SCc2ccc(Cl)cc2)n1,10,16,-1,-0.7,3,-2,0,-7,-13
O=S(=O)(CCc1nc2ccccc2[nH]1)c1ccc(Br)cc1,7,13,1,-1.0,4,-3,7,-8,-19
CC(=O)C1=NOC(CNC(=O)c2c(-c3ccccc3Cl)noc2C)C1 (stereo not given),-3,10,-1,-0.2,7,1,-5,-5,1
O=c1c(Br)c(N2CCOCC2)cnn1-c1ccccc1,13,-14,0,-1.9,3,0,0,0,-1
Cc1ccc(CNC(=O)COC(=O)c2cnc(C)cn2)cc1,-17,10,9,1.0,6,0,4,-8,-21
C=CCn1c(SCC(=O)C(C)(C)C)nnc1-c1cccs1,5,11,3,1.8,6,2,-2,-9,-16
COc1ccc(/C=C/C(=O)NCCc2nc3ccccc3[nH]2)cc1,-34,-3,-15,1.4,-2,4,nt,-6,8
O=C(Cn1ncc(Cl)c(Cl)c1=O)N1CCc2ccccc21,-19,36,2,-5.1,-7,6,0,-1,79*
O=C(COC(=O)c1ccc(S(=O)(=O)NCc2ccco2)cc1)Nc1ccc(OC(F)F)cc1,-9,45,-2,2.2,6,0,-2,-17,-7
O=C(c1ccc(S(=O)(=O)NCc2ccco2)cc1)N1CCCC1,7,6,-7,0.5,10,1,-6,-9,1
Cc1ccc(C(=O)NNC(=O)C(C)Sc2nc(N)cc(N)n2)cc1 (stereo not given),13,-1,0,1.6,-1,-5,2,1,-5
Cc1nc(-c2ccc(-c3ccon3)s2)no1,2,-6,14,0.3,0,-4,nt,-12,17
Cc1ccccc1NC(=S)N(Cc1cccs1)C1CCCC1,-2,27,5,0.1,2,-6,4,-1,1
COc1cccc(Cn2nnc3c(=O)[nH]c(C4CCCN(C(=O)c5ccccc5Cl)C4)nc32)c1 (stereo not given),-3,9,6,0.6,8,2,-6,-3,4
O=C(NCc1ccccn1)c1cc(-c2ccccc2)on1,-12,4,23,-0.5,3,-1,1,-2,-10
Cc1cccc(N2CCN(C(=O)C3(S(=O)(=O)c4ccc(Cl)cc4)CC3)CC2)c1C,5,37,4,0.4,5,-3,4,-10,-23
c1cnc(-c2noc(CN3CCN(C4CCCC4)CC3)n2)cn1,-24,2,-5,0.2,2,-1,2,2,4
O=C(Nc1ccc(F)cc1)Oc1ccc[nH]c1=O,7,5,-16,0.2,0,4,nt,-10,-1
CC(C)Cc1nc(SCC(=O)Nc2nnc(CC(C)C)s2)n[nH]1,-31,2,-11,-0.5,-4,4,nt,-1,-10
Cc1ccc(-c2csc3ncnc(Nc4ccc(N5CCOCC5)cc4)c23)cc1,-6,48,7,-2.7,10,4,2,-23,1
NC(=O)CNC1CC(=O)N(CCc2ccccc2)C1=O (stereo not given),-6,-6,9,0.7,3,-2,4,-4,-6
CCC(Sc1nc2ncnc(N)c2[nH]1)C(=O)O (stereo not given),-8,1,3,1.3,5,4,1,-7,-3
# Other entries.
SMILES,NPY-Y1 PAM-ag,CHOP inh,NPY-Y2 PAM-ag,S1P4 ag,BaF3 parental,Ba/F3 V617F tox,NPY Y1 blocker,NCF1 inh,S1P4 antagonist
COc1ccc(OC)c(NC(=O)CSc2nc(C)cs2)c1,9,50,-2,0.8,-1,-4,-4,-18,-23
O=C(c1cnc2nc3ccccc3n2c1)c1cc(F)ccc1O,8,17,-24,0.4,4,-1,7,-8,-12
COc1cc(CNc2nc(C)c([N+](=O)[O-])c(C)c2C#N)cc(OC)c1OC,-16,79*,-1,0.5,3,-1,-1,-1,-18
CCCCCn1c(NC(=O)c2ccco2)c(S(=O)(=O)c2ccc(C)cc2)c2nc3ccccc3nc21,2,19,-26,0.3,6,16,1,-43,9
CCc1ccccc1NC(=O)COc1ccc2oc(-c3ccc(OC)cc3)cc(=O)c2c1,-7,37,13,-0.2,5,0,-1,-14,-7
O=C(Nc1cccc(Cl)c1N1CCCC1)c1cc2ccccc2o1,-62,17,-12,-1.0,2,-5,16,-14,-19
O=C(CCS(=O)(=O)c1ccc(Br)cc1)Nc1ccc2c(c1)OCO2,-27,-10,-8,-3.4,6,-3,6,-10,-5
CC(=O)Nc1cccc(N(C)S(C)(=O)=O)c1,-22,40,9,-2.5,5,-3,1,-10,-7
COCCn1nnnc1CN(Cc1cc2cc(OC)c(OC)cc2[nH]c1=O)C1CCCC1,6,-1,7,0.9,2,1,-2,5,1
COc1ccc(-c2cc(C#N)nc(N3CCN(c4ccccc4)CC3)n2)cc1,4,10,-17,-2.4,3,2,-7,-2,-11
Cc1cccnc1NC(=S)NC(=O)c1cncc(Br)c1,-1,37,12,1.8,3,0,-2,-15,-21
O=c1c2ccccc2cnn1Cc1n[nH]c(=S)n1-c1ccccc1Cl,-9,8,4,-1.0,5,3,0,-3,-10
COc1ccc(S(=O)(=O)N2CCCC(C(F)(F)F)C2)cc1 (stereo not given),11,37,11,0.2,5,1,3,-5,-4
FC(F)(F)c1ccc(/C=N/N2CCN(Cc3cccc4ccccc34)CC2)cc1,8,28,-17,1.6,1,3,-3,3,0
COc1ccc2cc(Br)ccc2c1CC(=O)NC(C)(C)C,-7,39,-1,0.3,6,-3,3,3,-13
CN1C(=O)N(c2cccc3ccccc23)C(n2cncn2)C1(C)C (stereo not given),-5,12,6,1.7,2,-2,-2,-19,5
CC(C)(C)C(=O)Nc1nc(NC(=O)C(C)(C)C)nc(-c2ccccc2Cl)n1,2,9,4,-1.2,-4,-4,nt,-3,-8
CC(=O)Oc1ccc(-c2cccc(C(=O)NCCCO)c2)cc1,-8,-7,-1,1.2,6,-1,6,-12,-4

# Rows were taken by chance; 7.1% or so of the library scored in one or more.
